Bioassay records as filed in PubChem.
DT40 TDP1 no CPT – qHTS for Inhibitors of human tyrosyl-DNA phosphodiesterase 1 (TDP1): qHTS in cells in absence of CPT. DT40 Tdp1-/- hTDP1 cells, no CPT, ATP luminescence, 48 h. Potency, µM (doses to about 46.2 µM), without a hit: at the top dose activity change, negative = growth inhibition, usual class: inhibitors. 420,000 compounds, 15% hits. AID 686978, 2013; further: nearly all actives have a fitted effect of over 55% in size
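Camptothecin absent (DMSO only). Human TDP1-complemented DT40 knockout cells, 400 cells/well, 37 °C for minimum 48 hr; ATP measured via CellTiter-Glo, 30 min dark incubation, luminescence.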
TDP1 block – qHTS Assay for Inhibitors of Tyrosyl-DNA Phosphodiesterase (TDP1) | Potency, µM (top dose mostly 130 µM), inactives show at the top dose activity change, negative = inhibition, actives largely listed as inhibitors | AID 485290, 2010 | recombinant TDP1, AlphaScreen DNA substrate cleavage | Tyrosyl-DNA phosphodiesterase 1 (Homo sapiens), Q9NUW8 | 350,000 compounds, 0.28% hits; further: nearly all actives have a fitted effect of over 40% in size
Target sequence (Q9NUW8 whole entry, looked up): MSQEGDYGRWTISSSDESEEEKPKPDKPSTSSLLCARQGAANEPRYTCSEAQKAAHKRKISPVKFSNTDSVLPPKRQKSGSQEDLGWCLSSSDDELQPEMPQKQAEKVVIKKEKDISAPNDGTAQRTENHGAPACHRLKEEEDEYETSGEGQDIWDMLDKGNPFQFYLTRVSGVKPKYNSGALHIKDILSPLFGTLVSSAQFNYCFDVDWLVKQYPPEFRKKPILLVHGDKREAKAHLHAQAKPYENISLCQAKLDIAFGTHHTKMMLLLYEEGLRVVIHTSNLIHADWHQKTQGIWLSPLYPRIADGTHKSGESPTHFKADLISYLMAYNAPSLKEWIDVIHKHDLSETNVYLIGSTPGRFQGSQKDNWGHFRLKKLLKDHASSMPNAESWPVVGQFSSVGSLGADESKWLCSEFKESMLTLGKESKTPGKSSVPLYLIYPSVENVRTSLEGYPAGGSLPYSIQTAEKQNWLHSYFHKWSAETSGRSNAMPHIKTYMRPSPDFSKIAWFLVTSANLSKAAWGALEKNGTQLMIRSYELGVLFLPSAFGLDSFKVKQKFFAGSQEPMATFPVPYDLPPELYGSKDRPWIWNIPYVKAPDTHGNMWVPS
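Signal: AlphaScreen proximity between streptavidin donor and anti-FITC acceptor beads on intact substrate. Reaction: Tdp1 1 nM, substrate 15 nM final, 5 min RT after 15 min compound preincubation.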
N370S GC mod – qHTS Assay for Inhibitors and Activators of N370S glucocerebrosidase as a Potential Chaperone Treatment of Gaucher Disease | Potency, µM (doses to about 59.4 µM), without a hit: at the top dose activity change, negative = inhibition, usual class: inhibitors | N370S GC spleen homogenate, 4MU-glucoside fluorescence | Lysosomal acid glucosylceramidase (Homo sapiens), P04062 | 330,000 compounds, 0.092% hits;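 further: 0% = full enzyme activity and -100% = no enzyme basal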
Starred values were filed as active, the others as inactive; ? = inconclusive; nt = no result given; & = joins results of further samples; [ ] = another dose, or the depositor's remark. The call rests on the fitted dose curve; in most records, active means well fitted curve in the direction sought with a large enough effect; inconclusive means small, poorly fitted or top-dose-only effect, or another doubt; inactive means no such curve, though single readings can be large; an effect the other way counts as inactive or inconclusive. Unless noted, on the % scale 0 is the no-effect control and ±100 the full control effect; potency means the concentration at half of the fitted maximal effect. This is a subset (hit frequency here may not be typical).

SMILES | DT40 TDP1 no CPT | TDP1 block | N370S GC mod
Cc1ccc(C(=O)NNc2c3ccccc3nc3ccccc23)cc1 | 10µM* | nt | 23%
O=C(O)CSc1nnc(COc2cccc3ccccc23)n1Cc1ccccc1 | -28% | 6% | 9%
CCOc1cc(/C=N/NC(=O)c2cccnc2)cc(Br)c1OCC(N)=O | -20% | -8% | -10%
Cc1cc(NC(=O)c2sc(Nc3ccc(F)c(Cl)c3)nc2N)no1 | ? | 8% | -15%
COc1ccc(Cc2nnc(NC(=O)C3CCCO3)s2)cc1OC (configuration not stated) | ? | -1% | 0%
Cc1ccc(NC(=O)Cc2coc3ccc(C(C)C)cc23)cc1Cl | 29µM* | -2% | nt
COC(=O)C1=C(C)N(c2ccc(C)c(C)c2)/C(=C/c2ccc(O)cc2)C1=O | 3% | -3% | -15%
Clc1ccc(-n2nnc(-c3cccnc3)n2)cc1Cl | -17% | -1% | 21%
CS(=O)(=O)N1CCN(CC(=O)NC2CCCCC2)CC1 | -30% | -3% | -10%
CSc1ncc(Cl)c(C(=O)Nc2cccnc2)n1 | 17% | nt | -16%
Cc1nc(C)c(-c2csc(Nc3ccc(F)cc3)n2)s1 | ? | 8% | -9%
Cc1ccc(C)c(NC(=O)C2CCN(S(=O)(=O)c3c(C)noc3/C=C/c3cccs3)CC2)c1 | ? | 2% | nt
COc1ccc2c(-c3ccc(OCCN4CCCCC4)cc3)c(-c3ccccc3OC)sc2c1 | 15µM* | 6%[56.1 µM] | nt
CCSc1ncc(Cl)c(C(=O)Nc2ccc(S(=O)(=O)Nc3onc(C)c3C)cc2)n1 | 0% | 2% | -4%
COc1ccc(C(=O)N2CCN(Cc3ccccc3C(F)(F)F)CC2)cc1 | ? | nt | -2%
O=C(CSc1nnc(-c2ccncc2)n1-c1ccc(F)cc1)NC(=O)NCc1ccco1 | -5% | nt | 2%
COc1ccc(C2CC(=O)c3cnn(-c4nc(C)cc(C)n4)c3C2)cc1 (configuration not stated) | 16µM* | 5% | -3%
Cc1c(CCO)c(=O)n(-c2ccccc2)n1S(=O)(=O)c1c(Cl)cc(Cl)cc1Cl | -18% | 4% | 2%
O=C(O)c1cc2c(cc1NC(=O)c1c(F)cccc1F)OCCCO2 | 4% | 6% | -4%
CCOc1ccccc1NC(=O)CCC(=O)O | -9% | 1% | 5%
CC(C)N(Cc1ccccc1)S(=O)(=O)N(C)C | -19% | 2% | 5%
ONC(=Nc1ccccc1)c1ccc(Cl)cc1 | 1% | -4% | -6%
Cc1noc(C)c1C(=O)Nc1nc(-c2ccc([N+](=O)[O-])cc2)cs1 | ? | 4% | -4%
COC(=O)[C@]1(C)N[C@H](c2ccc(-c3cccc(Cl)c3)cc2)[C@@H]2C(=O)N(C)C(=O)[C@@H]21 | ? | -10% | nt
CCC(C)(C)n1nnnc1CN1CCSCC1 | -10% | 4% | -6%
Cc1cc(Nc2ccc(C)c(F)c2)n2ncnc2n1 | -11% | 4% | -4%
CN(CCCNC(=O)Cn1cc2c(n1)CCCC2)C1CCCCC1 | -15% | 5% | -14%
O=C(NCCc1ccccc1)c1ccc(-c2ccccc2C(F)(F)F)o1 | ? | nt | ?
O=C(CSc1nnc(Cc2ccccc2)n1-c1ccccc1)N1CCOCC1 | -1% | 2% | 8%
O=c1[nH]c(SCCOc2ccccc2F)nc2ccccc12 | 6.5µM* | -7% | 5%

Entries of single compounds from above. Order of screens: DT40 TDP1 no CPT, TDP1 block, N370S GC mod
CN(CCCNC(=O)Cn1cc2c(n1)CCCC2)C1CCCCC1 is entered as -15%, 5%, -14%
CC(C)N(Cc1ccccc1)S(=O)(=O)N(C)C is entered as -19%, 2%, 5%

Six of these compounds in a different format:
Values in the order – DT40 TDP1 no CPT, TDP1 block, N370S GC mod
Cc1cc(Nc2ccc(C)c(F)c2)n2ncnc2n1
  -11%, 4%, -4%
CC(C)N(Cc1ccccc1)S(=O)(=O)N(C)C
  -19%, 2%, 5%
Cc1noc(C)c1C(=O)Nc1nc(-c2ccc([N+](=O)[O-])cc2)cs1
  ?, 4%, -4%
O=c1[nH]c(SCCOc2ccccc2F)nc2ccccc12
  6.5µM*, -7%, 5%
CN(CCCNC(=O)Cn1cc2c(n1)CCCC2)C1CCCCC1
  -15%, 5%, -14%
COC(=O)[C@]1(C)N[C@H](c2ccc(-c3cccc(Cl)c3)cc2)[C@@H]2C(=O)N(C)C(=O)[C@@H]21
  ?, -10%, nt

(more compounds)
SMILES | DT40 TDP1 no CPT | TDP1 block | N370S GC mod
CC(C)NC(=O)CN(C(=O)CCC(=O)Nc1nccs1)c1ccc2c(c1)OCO2 | -7% | nt | 1%
O=C(Oc1cc(OC(=O)c2ccccc2)c2c(c1)OC(c1ccc(OC(=O)c3ccccc3)c(OC(=O)c3ccccc3)c1)[C@@H](OC(=O)c1ccccc1)C2)c1ccccc1 (some centres not stated) | -2% | 13%[56.1 µM] | 2%
Cc1ccc2c(C)nc(SC(C(=O)c3ccccc3)c3ccccc3)nc2c1 (configuration not stated) | ? | 3% | 13%
C=C(C)COc1ccc2c(C)c(CC(=O)OC)c(=O)oc2c1C | 12µM* | -2% | 25%
CC(C)=CC1C(C(=O)Nc2ccc(Br)cn2)C1(C)C (configuration not stated) | ? | 0% | 8%
O=C(NCc1ccccc1)c1ccc2c(c1)nc1n2CCCCC1 | ? | 0% | nt
CCOc1cccc2sc(N(CCN(C)C)C(=O)c3cc4ccccc4cc3OC)nc12 | ? | 12% | ?
CCOc1ccc(CCNC(=O)c2cccc(S(=O)(=O)N3CCCCC3)c2)cc1OCC | 7.3µM* | -6% | -14%
C/C(=N\O)C(C)NC(=O)c1ccccc1 (configuration not stated) | -3% | 5% | -5%
Cc1ccc(C(=O)N/N=C(/CC(=O)c2cccs2)C(F)(F)F)cc1 | 9.2µM* | 7% | 1%
Cc1ccccc1-n1nnnc1SCC(=O)Nc1ccc(N2CCN(C)CC2)cc1 | ? | 9% | -4%
CCOC(=O)C1=C(C)N(CCCC(=O)O)C(=O)NC1c1ccc(OC)cc1 (configuration not stated) | 4% | 5% | 5%
COc1ccc(CCNC(=O)CSc2cn(Cc3ccccc3)c3ccccc23)cc1OC | ? | 1% | -18%
CCOc1ccccc1-n1c(SCC(=O)N(C(C)C)C(C)C)nnc1-c1cccnc1 | ? | 3% | -2%
CSc1ccc(CCNC(=O)c2cc3cc4cc(C)ccc4nc3s2)cc1 | ? | 2% | nt
COc1ccccc1C(NC(=O)CC(C)C)c1c(O)ccc2ccccc12 (configuration not stated) | -24% | 3% | -8%
O=C(NNC(=O)c1cc(Cl)ccc1O)c1ccc(NS(=O)(=O)c2cccs2)cc1 | 10% | nt | -9%
Cc1ccc2c(CN3CCCCC3)cc(=O)oc2c1 | -2% | nt | -9%
O=C(/C=C/c1cccc([N+](=O)[O-])c1)NCCc1ccc(F)cc1 | ? | 0% | 1%
O=C(CNC(=O)c1ccco1)Nc1ccc(OC(F)F)cc1 | 32%[activator] | nt | 2%
CCN(C(=O)COC(=O)CCC(=O)c1cccs1)C1CCCCC1 | -10% | 0% | nt
COc1cccc2c1cc1c(=O)n(CC(=O)N3CCCCC3)nc(C)n12 | -13% | -2% | nt
O=C(NCCCn1ccnc1)C1CCN(S(=O)(=O)c2ccc(F)cc2)CC1 | -17% | 7% | -5%
COc1cc(CNCC2CCCO2)ccc1OCC(N)=O (configuration not stated) | 21% | -5% | 3%
Cc1c(NC2=CC(=O)CCC2)c(=O)n(-c2ccccc2)n1C | -8% | 2% | -3%
C=C1C(=O)C=C[C@]2(C)C[C@@H]3OC(=O)[C@](C)(O)[C@H]3C[C@@H]12 | 1.3µM* | 4% | 7%
CCCn1c(C(C)NS(=O)(=O)c2ccccc2)n[nH]c1=S (configuration not stated) | -9% | 0% | -14%
CCCn1c(SC(C)C(=O)NCC2CCCO2)nc2sc3c(c2c1=O)CCC3 (configuration not stated) | ? | 1% | -4%
CCCCc1ccc(Nc2ncnc3nc[nH]c23)cc1 | -26% | 4% | -1%
CNC(=O)C1(C(F)(F)F)C/C(=C\CCO)CCCO1 (configuration not stated) | -9% | -2% | -3%&6%
COc1ccc(/C=C2\SC(=S)N(CCC(=O)Nc3cccc(O)c3)C2=O)cc1OC | -21% | nt | -10%
COc1ccc(C(=O)NCC(=O)OCc2cccc(Br)c2)cc1 | -4% | 3% | 5%
CCNC(=O)Cc1ccc(S(=O)(=O)N2CCOCC2)s1 | 8% | 1% | nt
CC(=O)Nc1ccc(OC(=O)c2cc3cc(Br)cc(Br)c3oc2=O)cc1 | nt | 6% | -9%
CCCN1CNc2c(c(=O)[nH]c(=S)n2CCc2cccc(C)c2C)C1 | 13µM* | 1% | nt
O/N=C(\C[n+]1ccccc1)c1ccc(Br)cc1 | 9% | nt | 2%
O=c1cnc2cnc(N3CCNCC3)nc2n1Cc1ccc(F)cc1 | -5% | nt | -18%
OCCOCCn1c(-c2ccccc2)nc(=S)c2c1CCCC2 | -7% | 5% | 1%
Cc1ccc(NC(=O)c2cccc(N3CCCS3(=O)=O)c2)cc1 | -13% | 3% | nt
N#Cc1ccccc1OCC(=O)Nc1c(C(=O)C2CC2)oc2ccccc12 | ? | 1% | -1%
CCC(C)C(NC(=O)OC(C)(C)C)C(=O)NC(C(=O)NC(C)C(N)=O)C(C)C (configuration not stated) | -4% | -1% | 0%
COc1ccc(NC(=O)COC(=O)/C=C/c2ccccc2[N+](=O)[O-])cc1 | 3% | 2% | 3%
COc1ccc(N2C(=O)CC(NC34CC5CC(CC(C5)C3)C4)C2=O)c(OC)c1 (configuration not stated) | -2% | 4% | 1%
COc1ccc(NC(=O)C2CCN(S(=O)(=O)c3cccc4nonc34)CC2)cc1OC | -14% | 1% | 2%
C=CCn1c(-c2ccc(OC)c(OC)c2)cs/c1=N\c1ccccn1 | ? | 8% | 5%
Cc1cc(Cl)c(S(=O)(=O)N2CCN(c3ccc(F)cc3)CC2)cc1OCC(=O)NC1CCCCC1 | 8.2µM* | 5% | 4%
COc1cccc(CN2CCNC(=O)C2CC(=O)N(C)C2CCCCC2)c1 (configuration not stated) | 6% | 3% | 0%
Oc1ccccc1-c1nc(/C=C/c2ccc(F)cc2)nn1-c1ccccc1 | ? | 0% | nt
COc1cc(CC(=O)OCC(=O)Nc2ccc3c(c2)OCCO3)cc(OC)c1OC | 4% | 2% | -9%
COCCCNCCCCOc1ccc(C)cc1[N+](=O)[O-] | -28% | -5% | 28%

Other results follow:
SMILES | DT40 TDP1 no CPT | TDP1 block | N370S GC mod
O=C(O)c1[nH]c2ccccc2c1CC(=O)N1CCOCC1 | -10% | 2% | -28%
O=C(COC(=O)c1ccc(OC(F)F)cc1)NCCCN1CCCC1=O | 18% | 7% | 3%
Cc1ccn2c(C(=O)N/N=C/c3ccc(CNC(=O)C(=O)Nc4ccc(C)c(C)c4)o3)c(C)nc2c1 | nt | 6% | 2%
Cc1ccc(S(=O)(=O)NCCNc2ccccc2[N+](=O)[O-])cc1 | -25% | 5% | -3%
CC(C)NC(=O)CN1CCN(c2ncccn2)CC1 | -6% | nt | -2%
COc1ccc(C2(CNC(=O)c3ccc(OC)c([N+](=O)[O-])c3)CCCCC2)cc1OC | 21µM* | 5% | 15%
CCc1ccccc1NC(=S)N(CCCN1CCN(C)CC1)Cc1cccs1 | -18% | -3% | 10%
CC(C)c1cc(=O)oc2c3c4c(cc12)CCCN4CCC3 | ? | 5% | ?
CN(CC(=O)Nc1cccc(F)c1)C(=O)Cn1c(=O)oc2ccccc21 | 4% | 0% | nt
COc1ccccc1N1CCN(C(=O)CSc2ncccc2-c2nc3ccccc3[nH]2)CC1 | ? | 2% | -7%
CC(NC(=O)c1cccc(C(F)(F)F)c1)C1CCCO1 (configuration not stated) | -15% | 3% | 3%
C=CCOc1ccc(/C=C/C(=O)OCC(=O)NCc2ccco2)cc1 | ? | -3% | -7%
NC(C(=O)O)C1CC(Cl)=NO1 (configuration not stated) | nt | 0% | -2%
CC(C)c1onc(C(=O)N2CCCCC2C)c1[N+](=O)[O-] (configuration not stated) | -11% | 5% | 2%
CC(C)Oc1ccc(C2CC(=O)N(c3ccc(N(C)C)cc3)C2=O)cc1 (configuration not stated) | -11% | 0% | 4%
Brc1ccccc1-c1cnco1 | 15% | 3% | 5%
O=C(COc1ccc([N+](=O)[O-])cc1)N1CCN(c2nnc(-c3ccccc3)c3ccccc23)CC1 | 8.2µM* | nt | 2%
O=S(=O)(NCCCc1ccccc1)c1cccc2nsnc12 | ? | 3% | -5%
Cc1cccc(NCC(=O)N/N=C\c2ccc[nH]2)c1 | -7% | nt | 11%
O=C(CSc1oc(-c2ccccc2)nc1S(=O)(=O)c1ccccc1)NCC1CCCO1 (configuration not stated) | -27% | 1% | 3%
